# Compound activity (PubChem BioAssay)
# IDE inh = human IDE inhibitors in live cells, primary screen, fluorescence polarization, HEK cells, FAbetaB substrate; Insulin-degrading enzyme (Homo sapiens), P14735; FAbetaB cleavage; inhibition, % at 5.59 µM; 0.41% of 320,000 active; AID 434962, 2010;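 active = percent inhibition above the average of all tested compounds plus 3 SD, set per screening campaign, cut at about 16% in these data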;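 note: IDE supplied by intact live HEK cells; FP after avidin binding of uncleaved biotin substrate so inhibition keeps polarization high; 0% = DMSO wells and 100% = 60 µM reference IDE inhibitor Ii1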
# Target sequence (P14735 whole entry, looked up): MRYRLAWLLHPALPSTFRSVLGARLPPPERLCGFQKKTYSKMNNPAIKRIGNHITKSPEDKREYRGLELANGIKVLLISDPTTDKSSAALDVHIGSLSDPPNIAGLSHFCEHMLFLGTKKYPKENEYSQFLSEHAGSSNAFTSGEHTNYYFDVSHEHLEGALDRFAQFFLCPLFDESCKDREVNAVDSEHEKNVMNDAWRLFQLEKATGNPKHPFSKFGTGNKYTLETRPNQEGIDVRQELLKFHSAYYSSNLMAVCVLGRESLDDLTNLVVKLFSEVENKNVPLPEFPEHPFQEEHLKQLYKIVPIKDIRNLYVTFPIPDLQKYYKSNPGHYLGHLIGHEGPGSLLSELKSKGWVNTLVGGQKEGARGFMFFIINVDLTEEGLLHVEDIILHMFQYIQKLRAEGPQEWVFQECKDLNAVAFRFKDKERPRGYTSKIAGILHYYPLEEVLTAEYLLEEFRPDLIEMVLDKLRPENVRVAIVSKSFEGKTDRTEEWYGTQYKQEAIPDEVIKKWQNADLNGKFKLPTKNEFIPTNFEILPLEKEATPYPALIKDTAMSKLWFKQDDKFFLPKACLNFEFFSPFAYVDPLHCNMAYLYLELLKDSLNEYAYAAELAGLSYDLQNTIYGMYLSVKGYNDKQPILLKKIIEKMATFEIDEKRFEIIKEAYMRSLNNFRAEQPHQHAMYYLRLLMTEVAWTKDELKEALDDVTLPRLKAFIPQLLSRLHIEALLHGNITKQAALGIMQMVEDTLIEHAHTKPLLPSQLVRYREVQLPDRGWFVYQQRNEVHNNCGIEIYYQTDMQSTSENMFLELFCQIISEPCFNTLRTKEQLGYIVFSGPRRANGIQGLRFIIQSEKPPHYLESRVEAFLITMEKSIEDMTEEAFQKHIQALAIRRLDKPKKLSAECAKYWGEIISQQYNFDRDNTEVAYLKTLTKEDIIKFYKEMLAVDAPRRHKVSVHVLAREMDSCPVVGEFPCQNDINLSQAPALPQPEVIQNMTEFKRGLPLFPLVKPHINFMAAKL
# p-CIP stab down = p/CIP-EGFP fusion destabilizers, primary screen, fluorescence, F442A cells; 16 h; AID 1984, 2009; decrease of EGFP signal, % at 10 µM; 0.01% of 290,000 active;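 active = EGFP signal decrease of at least 30% at 10 µM or well 3 SD below plate mean, unless failing retest; inactive = the rest, including hits failing retest or dose response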; note: some compounds called inactive have numbers as strong as hits; many of its hits are not listed in these tables
# NS3 helicase inh = inhibitors of HCV NS3 helicase, primary screen, biochemical, Cy5 molecular beacon fluorescence; inhibition, % at 10.9 µM; NS3 helicase DNA unwinding; 0.56% of 290,000 active; AID 1800, 2009; Hepatitis C virus NS3 helicase;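 active = inhibition above the mean of all tested compounds plus 3 SD, set per campaign, cut at about 35% in these data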;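 note: 0% = DMSO wells and 100% = thioflavine S control wells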
#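 test system = hepatitis C virus NS3 helicase domain fragment enzyme | reagent = annealed dual-labelled DNA beacon duplex, ATP-started | times = 1 h at 25 °C | detection = Cy5 fluorescence, 0 and 60 min reads | read-out basis = percent inhibition from t60/t0 fluorescence ratio | control set = DMSO and thioflavine S | replication = one well per compound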
# IMP-1 inhibitor = IMP-1 metallo-beta-lactamase inhibitors, primary screen, biochemical, epi-absorbance readout, Pseudomonas aeruginosa enzyme. purified IMP-1, nitrocefin hydrolysis, epi-absorbance fluorescence. AID 1556, 2009. inhibition, % at 5.6 µM. 0.45% of 290,000 active;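 active = inhibition above the mean plus 3 SD of all compounds in the same screening run, cut at about 4.5% in these data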;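 note: 0% = IMP-1 with DMSO and 100% = DMSO wells lacking enzyme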
#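 Assay system: purified IMP-1; Quantity: IMP-1 0.2 nM before substrate addition; Medium: HEPES buffer pH 7.1 with ZnSO4 and Brij 35; Incubation: 15 min enzyme–compound preincubation, then 25 min nitrocefin reaction, 25 °C; Signal: fluorescence quenching readout, ex 480/em 530 nm; Controls: DMSO with and without IMP-1; Repeats: singlicate testing.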
# UBC9 SUMO inh = inhibitors of in vitro SUMOylation cascade, primary screen, biochemical, HTRF, uHTS; SUMO-conjugating enzyme UBC9 (Homo sapiens), P63279; HTRF SUMOylation assay, SAE1/SAE2 + UBC9; inhibition, % at 35 µM; 0.36% of 290,000 active; AID 2006, 2009; in the data active = inhibition above about 50%, passing the limit was not always enough; note: strong numbers were not always called active
# IDE cell activ = human IDE activators in live cells, primary screen, fluorescence polarization, HEK cells, FAbeta-B substrate; FAbeta-B cleavage; 0% vehicle, 100% cell-free pure enzyme wells; activation, % at 5.96 µM; 0.073% of 340,000 active;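 active = activation above the mean of all tested compounds plus 3 SD, set per screening campaign, cut at about 17% in these data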
# FID counter = compounds displacing fluorescent DNA intercalator, primary screen, artefact control for HCV NS3 helicase inhibitor project, biochemical, FID fluorescence | DNA fluorescent intercalator displacement | inhibition, % at 7.9 µM | 0.17% of 290,000 active | AID 1845, 2009; in the data active = inhibition above about 37%;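 note: 0% = vehicle and 100% = reference compound; higher means more ethidium bromide displaced from hairpin DNA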
# VIM-2 inh = VIM-2 metallo-beta-lactamase inhibitors, primary screen, biochemical, epi-absorbance readout, Pseudomonas aeruginosa enzyme; purified VIM-2, nitrocefin hydrolysis, epi-absorbance fluorescence; 0.89% of 290,000 active; inhibition, % at 5.6 µM;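 active = inhibition above the mean of all tested compounds plus 3 SD, cutoff set per screening run, cut at about 7.5% in these data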;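 note: red hydrolysis product quenches plate fluorescence so inhibitors raise well fluorescence; 0% = enzyme with DMSO and 100% = DMSO without enzyme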
# PfM18AAP inh = PfM18AAP inhibitors, malaria aminopeptidase, primary screen, biochemical, QFRET, recombinant enzyme. M18 aspartyl aminopeptidase (Plasmodium falciparum 3D7). H-Glu-NHMec fluorogenic cleavage. inhibition, % at 7.35 µM. 1.2% of 290,000 active;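 active = inhibition above the campaign mean inhibition over all tested compounds plus 3 SD, cut at about 28% in these data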;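 note: 0% = plate median of test compound wells and 100% = 2 mM ZnCl2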
# * marks the source's active call; other numbers are inactive results; . = no result given; & = joins results of further samples.
# Below each SMILES: IDE inh	p-CIP stab down	NS3 helicase inh	IMP-1 inhibitor	UBC9 SUMO inh	IDE cell activ	FID counter	VIM-2 inh	PfM18AAP inh
> O=C(CSc1ccc(Br)cc1)NCC1CCCO1 (stereo not given)
    -4	7	4	-2.2	7	-3	-12	-3.5	-1
> O=C(CCN1C(=O)C2C3C=CC(C3)C2C1=O)N1CCN(c2ccc(F)cc2)CC1 (stereo not given)
    -9	-17	-2	0.4	5	0	-15	-0.5	6
> COc1cc(CNc2ncn[nH]2)ccc1OCc1ccccc1C
    2	-6	-1	-3.2	8	1	-5	-3.4	18
> Cc1ccc(S(=O)(=O)N(CC(=O)N2CCOCC2)c2ccc(C(C)C)cc2)cc1
    6	-19	-14	-1.7	6	1	-41	1.2	0
> CCN(CC)c1ccc(/C=C/C(=O)c2ccc(Br)cc2)cc1
    163*	-24	6	8.0*	7	-118	-12	14*	1
> Cc1nc(NS(=O)(=O)c2ccccc2)sc1NC(=O)Nc1ccccc1
    1	-8	8	0.1	3	5	5	-2.5	5
> COc1ccc(N(CC(=O)O)S(=O)(=O)c2c(C)n[nH]c2C)cc1
    -2	0	-1	-3.1	-3	1	-2	-1.7	0
> COc1ccc(-c2[nH]ncc2CN2CCC(OCc3cccnc3)CC2)c(F)c1
    9	2	-16	-0.5	13	4	8	-2.0	4
> COc1ccc(S(=O)(=O)N(C)c2ccc(C(=O)Nc3ccccc3C(=O)N3CCOCC3)cc2)cc1OC
    -3	6	6	-2.4	-2	6	-37	-1.3	0
> CCn1nc(CC(C)C)cc1C(=O)N1CCCC(Nc2ccc(OC)cc2)C1 (stereo not given)
    -3	-13	-3	-1.1	10	2	-41	-1.1	-3
> CC(=O)NC(Cc1cnc[nH]1)C(=O)O (stereo not given)
    2	-5	-3	-1.3	6	9	5	1.4	-11
> COc1ccccc1N1CCN(C(=O)CCNS(=O)(=O)c2ccc(Br)s2)CC1
    2	-9	-4	-3.1	-10	1	-33	-0.1	-2
> Cc1cc(C)n(-c2ccc(C(=O)OCc3ccccc3)cc2)n1
    5	-8	-2	-1.4	-7	1	-25	1.8	-4
> Fc1ccc(Oc2nccc(-c3ccc(Cl)cc3)n2)cc1
    5	5	3	-2.5	-17	-1	-4	-2.3	-1
> COc1cccc(CN2CCN(Cc3ccc(C#CC(C)(C)O)s3)CC2CCO)c1 (stereo not given)
    2	-2	-9	-1.6	-7	3	-13	-0.9	1
> Nc1c(-c2ccccc2)cnc2c(-c3ccccc3)cnn12
    8	-3	9	-5.0	11	2	-1	-1.4	-1
> COC(=O)C(C)Oc1ccc(=O)[nH]n1 (stereo not given)
    3	-5	7	-2.5	-15	5	-2	-1.7	1
> Nc1nonc1C(=O)N/N=C/c1cccc([N+](=O)[O-])c1
    -1	-6	3	-3.7	13	3	-3	-2.5	1
> Cc1ccc(S(=O)(=O)N2CCN(C(=O)CCN3C(=O)c4ccccc4C3=O)CC2)cc1C
    0	-9	2	-1.7	-9	3	-26	-3.0	-4
> COc1ccc(Cl)cc1C(=O)NCCCN1CCOCC1
    1	-5	3	-3.8	14	5	-4	-1.2	-19
> Cc1ccc(CC2SC(=O)NC2=O)cc1Cl (stereo not given)
    1	-11	7	-4.6	13	5	-2	-2.8	-2
> N#CCSc1nc2scc(-c3cccs3)c2c(=O)n1CCc1ccccc1
    5	-23	-2	0.7	-6	0	0	4.1	0
> CCOc1ccc(-c2nnc3sc(COc4ccc(Cl)cc4)nn23)cc1
    5	-23	3	-3.7	29	3	-2	-2.1	2
> COC(=O)CNC(c1ccccc1)c1cc(C)ccc1NC(=O)c1cccc(Cl)c1 (stereo not given)
    8	-8	-6	-2.0	-11	-1	-15	-4.3	3
> COC(=O)c1oc2ccc(Cl)cc2c1-n1cccc1
    -1	4	2	-1.7	4	2	2	0.1	-1
> COc1ccc(S(=O)(=O)N2CCN(C(=S)Nc3ccc(S(N)(=O)=O)cc3)CC2)cc1
    13	5	20	-5.4	6	2	-19	-2.8	12
> CC(=O)Nc1c2c(nn1-c1cccc(Cl)c1)CS(=O)C2 (stereo not given)
    3	-1	2	-4.0	-4	-2	-6	-3.3	4
> O=C(NCCN1CCCC1)C(c1ccccc1)c1ccccc1
    5	-3	4	-3.1	19	6	-2	-4.2	1
> O=C(NCc1ccco1)C1CC(c2ccc(F)cc2)=NO1 (stereo not given)
    1	3	4	-0.4	10	3	0	-0.6	-6
> O=C(/C=C/c1ccccc1)Oc1cccc(C(=S)N2CCOCC2)c1
    -1	0	-2	-2.4	1	-7	-19	-1.7	-8
> CCOCCCNC(=O)C(NC(=O)c1cnccn1)c1ccc(OC)cc1 (stereo not given)
    2	-9	3	-2.4	19	4	-10	-4.2	0
> O=C(NCc1nnc(SCc2ccc(F)cc2)n1-c1ccc(F)cc1)C12CC3CC(CC(C3)C1)C2
    -2	-10	-21	-0.7	-1	4	-33	-1.2	2
> O=C(O)CCCNC(=O)C(c1ccccc1)c1ccccc1
    1&3	-7&-13	6&-7	-1.2&-2.2	16&20	2&5	-1&-3	0.2&-3.7	-10&0
> COC(=O)C1=CN(c2ccc(F)cc2)C=C(C(=O)OC)C1c1ccc([N+](=O)[O-])cc1
    .	-4	-4	-2.6	9	3	-36	-0.1	-3
> c1cncc(-c2nc3ccccn3c2Nc2ccc3c(c2)OCCO3)c1
    -5	-5	-5	-5.5	14	9	-10	-5.2	3
> COc1ccc(N(Cc2ccccc2)C(=O)c2ccccc2[N+](=O)[O-])cc1
    1	-4	-2	-1.1	-9	0	-21	-2.9	1
> COc1ccc(N2CCN(CCCNS(=O)(=O)c3ccc4c(c3)oc(=O)n4C)CC2)cc1
    4	-8	-7	-2.6	21	6	8	-2.1	1
> CN1C(=O)c2ccc(C(=O)NCc3ccco3)cc2C1=O
    10	-5	6	-4.6	-1	3	-2	-3.2	-5
> O=S(=O)(NCc1c(Cl)cccc1Oc1ccccc1)c1ccc(F)cc1
    1	-8	4	0.2	-8	6	-23	-0.7	-6
> Cc1c(C)c2cc(Cl)c(OCC(=O)NCCCn3ccnc3)cc2oc1=O
    -2	-10	-3	-0.8	19	-1	6	28*	-7
> CCOc1ccc(C(N)=O)cc1OC
    3	-5	-1	-4.5	7	-3	2	-0.4	-8
> Nc1nc(CN2CCN(c3ccccn3)CC2)nc(Nc2ccc(F)cc2)n1
    0	-13	6	-5.8	16	3	5	-1.6	-6
> CC1CCCCN1C(=O)CSc1ccc(-c2ccc(F)cc2)nn1 (stereo not given)
    1	1	10	-3.0	-5	2	-19	-1.8	5
> O=C(CCCN1C(=O)/C(=C\c2ccccc2)SC1=S)Nc1ccc(O)cc1
    2	-12	-2	-2.1	10	.	-8	-7.2	6
> CN(C)c1ccc2c3c(cccc13)C(=O)N(c1ccccc1)C2=O
    8	-224	4	-0.1	4	.	1	-0.7	3
> COc1cccc(C(=O)NC(C)CCc2ccccc2)c1 (stereo not given)
    3	-5	-2	-3.0	3	-4	-12	-1.4	-2
> CCC(C)(C)NC(=O)C(c1ccco1)N(C(=O)CNC(=O)c1cccs1)c1cccnc1 (stereo not given)
    1	1	2	-3.2	-3	-2	-16	-2.0	-5
> CCc1ccc(S(=O)(=O)N2CCCC(N3CCN(c4ccc(OC)cc4)CC3)C2)cc1 (stereo not given)
    4	-7	-3	-3.1	4	1	-13	-2.0	7
> O=C(CCc1nc(-c2ccccc2F)no1)NC1CCN(Cc2ccccc2)CC1
    4	1	-7	-4.2	14	-2	10	-3.4	-10
> CC(C)CN(Cc1c(O)ccc2c(=O)c(-c3ccccc3)coc12)CC(C)C
    12	-14	8	-5.5	20	-4	-6	-2.2	1
> OC(CCN1CCOCC1)c1ccccc1 (stereo not given)
    -4	-1	9	-3.3	-4	-1	-2	-3.1	-10
> CN(c1nc2ccccc2[nH]c1=O)C1CCCCC1
    7	-14	18	-2.6	-7	-1	-15	-2.2	11
> Cc1cc(C)c(C)c(S(=O)(=O)Nc2ccc(C(N)=O)cc2)c1C
    4	-2	5	-0.9	-3	-5	-11	-1.5	5
> CCN(CC)S(=O)(=O)c1ccc(N2CCOCC2)c(NC(=O)c2c3c(nc4ccccc24)CCC3)c1
    1	-13	4	0.5	16	5	-11	-2.4	0
> O=C(NCc1ccccc1F)C1CCCN(C(=O)Nc2ccccc2)C1 (stereo not given)
    11	0	5	-2.7	1	-3	-13	-2.0	-8
> COCCNC(=O)Cn1cnc2sc(C)c(S(=O)(=O)N3CCN(c4ccccc4OC)CC3)c2c1=O
    2	0	13	-1.4	1	0	-21	-0.9	0
> COC(=O)CCCC1=CC2=CC(=O)C(C)(OC(=O)c3cccs3)C(=O)C2=CN1CCc1c[nH]c2ccccc12 (stereo not given)
    1	-5	.	.	-5	3	.	.	.
> CCn1cc(C(=O)NCCCOC(C)C)c(=O)c2cc(S(=O)(=O)N3CCC(C)CC3)ccc21
    -1	-5	-12	-2.0	-3	1	-31	-0.2	-3
> Cc1cc(C(=O)OCC(=O)Nc2ccccc2[N+](=O)[O-])c2ccccc2n1
    -3	-2	6	-4.7	10	4	-4	-2.3	-1
> Cc1coc2c1C(=O)C(=O)c1c-2ccc2c(C)cccc12
    -2	7	.	.	35	-1	.	.	.

# (more compounds)
# Below each SMILES: IDE inh	p-CIP stab down	NS3 helicase inh	IMP-1 inhibitor	UBC9 SUMO inh	IDE cell activ	FID counter	VIM-2 inh	PfM18AAP inh
> COc1cc(OC)nc(NC(=O)COC(=O)c2cccc(Cl)c2)n1
    4	22	4	-4.0	7	5	-8	-2.7	-3
> Cc1cn2c(-c3ccncc3)nnc2s1
    3	-8	-2	-3.5	5	-5	-2	-1.1	7
> Cc1ccc(CNC(=O)CCn2nc(-c3ccc(Cl)cc3)ccc2=O)cc1
    8	4	-7	-1.7	-17	1	-29	-3.1	-10
> O=C(COc1ccc(F)cc1)Nc1nnc(S(=O)(=O)N2CCCC2)s1
    -3	-1	-6	-2.7	2	-2	-18	-2.9	3
> CN(C)S(=O)(=O)N(CC(=O)Nc1ccc(S(=O)(=O)N2CCCC2)cc1)c1ccccc1
    -3	9	-5	-1.9	2	5	-33	-1.4	-2
> O=C(O)C1C2C=CC(C2)C1C(=O)NCc1cccs1 (stereo not given)
    -2	-14	4	-2.4	9	1	-4	-3.4	1
> O=C(NCCCN1CCCC1=O)C1CCCO1 (stereo not given)
    0	-4	-19	-2.1	10	5	3	-1.4	3
